# GASC-1 inh = blocks human GASC-1 demethylase activity | Q9H3R0 | inhibition, % at 2.35 µM | AID 2099 | GST-JMJD2C(1-420) H3K9me3 demethylation, DELFIA europium | 330,000 compounds, 0.069% hits;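 active = more than half of a compound's replicate wells show inhibition beyond 50%, single wells judged on their own value; inconclusive = some, but no more than half, of replicates pass 50% inhibition; inactive = no replicate passes 50% inhibition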;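 also: signal counts dimethyl H3K9 product captured on neutravidin plate; 0% = median of DMSO wells and 100% = 0.3 times that DMSO median; strong numbers were not always called active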
# Target sequence (Q9H3R0 1-420 limits assumed): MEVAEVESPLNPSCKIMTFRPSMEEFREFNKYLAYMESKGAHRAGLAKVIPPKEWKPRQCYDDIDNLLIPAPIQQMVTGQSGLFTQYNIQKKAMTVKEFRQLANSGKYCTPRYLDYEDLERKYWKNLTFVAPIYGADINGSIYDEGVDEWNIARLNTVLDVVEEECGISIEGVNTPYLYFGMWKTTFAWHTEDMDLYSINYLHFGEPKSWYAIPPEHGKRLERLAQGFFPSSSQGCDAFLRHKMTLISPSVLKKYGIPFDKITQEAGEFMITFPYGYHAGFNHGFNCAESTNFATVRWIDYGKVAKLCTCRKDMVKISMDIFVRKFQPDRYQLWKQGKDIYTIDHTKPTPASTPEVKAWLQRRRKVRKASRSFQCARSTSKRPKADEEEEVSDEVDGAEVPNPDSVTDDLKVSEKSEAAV
# AGP1 TOR yeast = yeast TOR pathway AGP1-GFP modulation; S. cerevisiae AGP1-GFP multiplex flow cytometry, 3 h; GFP as percent of DMSO wells; GFP response vs DMSO, % at 10 µM; 320,000 compounds, 0.02% hits; AID 2066;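 active = GFP response relative to DMSO above a set limit, near screen average plus 3 SD, cut at about 150% in these data; inconclusive = fewer than 70 cells counted for the yeast strain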;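 also: median GFP channel fluorescence of the gated AGP1 strain per well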
# GRK2 inh = inhibitors of human GRK2 displacing RNA aptamer; P25098; bead flow cytometry, FAM-aptamer displacement from GRK2; inhibition of aptamer binding, % at 10 µM; 330,000 compounds, 0.59% hits; AID 488847;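 active = inhibition of aptamer binding above 40%, roughly 3 SD of noise, on plates passing a quality check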;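 also: median bead fluorescence of bound FAM aptamer so fluorescent compounds give negative values; no value below 0 was filed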
# Target sequence (P25098 whole entry, looked up): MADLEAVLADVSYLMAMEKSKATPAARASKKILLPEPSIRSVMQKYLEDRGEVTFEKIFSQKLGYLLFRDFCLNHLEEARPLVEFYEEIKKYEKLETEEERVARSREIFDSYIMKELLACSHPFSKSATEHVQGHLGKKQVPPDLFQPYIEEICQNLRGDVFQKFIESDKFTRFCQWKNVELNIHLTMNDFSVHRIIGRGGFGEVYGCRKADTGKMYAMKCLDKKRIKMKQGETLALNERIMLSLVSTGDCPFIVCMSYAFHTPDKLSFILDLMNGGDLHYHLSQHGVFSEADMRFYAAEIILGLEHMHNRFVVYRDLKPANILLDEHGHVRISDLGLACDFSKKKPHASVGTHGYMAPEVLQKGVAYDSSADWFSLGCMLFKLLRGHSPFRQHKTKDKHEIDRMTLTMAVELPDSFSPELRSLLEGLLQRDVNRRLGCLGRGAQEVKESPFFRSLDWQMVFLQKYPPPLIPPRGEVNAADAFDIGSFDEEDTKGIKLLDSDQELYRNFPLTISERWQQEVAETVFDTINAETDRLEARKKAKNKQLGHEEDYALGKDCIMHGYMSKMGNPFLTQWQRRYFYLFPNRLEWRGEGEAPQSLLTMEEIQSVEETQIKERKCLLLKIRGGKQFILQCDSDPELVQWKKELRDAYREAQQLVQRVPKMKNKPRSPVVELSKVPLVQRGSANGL
# LAP4-GFP MLPCN = modulators of TOR pathway LAP4-GFP in S. cerevisiae. S. cerevisiae LAP4-GFP multiplex, flow cytometry GFP, 3 h; median GFP as percent of DMSO wells. GFP response vs DMSO, % at 10 µM. 320,000 compounds, 0.34% hits;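 active = GFP response vs DMSO above a set limit, about the screen mean plus 3 SD, cut at about 150% in these data; inconclusive = under 70 cell events counted for the yeast strain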
# MEP2 TOR yeast = alters MEP2-GFP fluorescence in TOR pathway yeast screen; S. cerevisiae MEP2-GFP strain, flow cytometry GFP, 3 h; 100% = DMSO control level; GFP response vs DMSO, % at 10 µM; 330,000 compounds, 0.51% hits;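 active = GFP response versus DMSO above a set limit, roughly screen mean plus 3 SD, cut at about 180% in these data; inconclusive = fewer than 70 cells counted for a yeast strain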;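 also: median GFP fluorescence of the barcode-gated MEP2-GFP cells per well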
# CIT2-GFP yeast = yeast TOR pathway CIT2-GFP modulation; S. cerevisiae CIT2-GFP strain, flow cytometry, 3 h; 100 means same as DMSO wells; AID 2029; GFP response vs DMSO, % at 10 µM; 320,000 compounds, 0.065% hits;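 active = GFP response relative to DMSO above a set limit, near the screen mean plus 3 SD, cut at about 150% in these data; inconclusive = Fewer than 70 cells measured for a yeast strain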;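 also: ratio of well median GFP fluorescence to mean of DMSO wells on the plate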
# VLA-4 inh = inhibition in a human VLA-4 binding assay; inhibition, % (about 7 µM as worked out from the volumes in the protocol); VLA-4 expressing cells, ligand binding flow cytometry; 330,000 compounds, 0.2% hits; P13612; in the data active = inhibition above about 50%
# RPL19A-GFP yeast = modulators of TOR pathway RPL19A-GFP in S. cerevisiae | 330,000 compounds, 0.3% hits | S. cerevisiae RPL19A-GFP strain, flow cytometry, 3 h; hits give low values | AID 2025 | percent response vs DMSO, % at 10 µM;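 active = percent response vs DMSO below 50%; inconclusive = fewer than 70 events counted for the yeast strain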;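 also: median channel GFP fluorescence of the barcoded RPL19A-GFP strain; ratio of sample median GFP to plate DMSO average so 100% = DMSO; lower means less RPL19A-GFP as with rapamycin TOR inhibition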
# An asterisk follows results filed as active; ? = inconclusive; . = not tested or not shown.
(1) O=C(COc1ccccc1)N1CCN(C(=O)c2ccco2)CC1
(2) CCCNc1nc2c(c(=O)[nH]c(=O)n2C)n1CCOc1ccccc1
(3) COc1ccccc1C(C)NC(=O)CCOc1cccc(C)c1 (stereo not drawn)
(4) CCCCn1c(N)c(N(CCOC)C(=O)c2ccc3c(c2)C(=O)N(c2ccccc2C)C3=O)c(=O)[nH]c1=O
(5) CCCC[C@H](CC(=O)c1ccccc1)[C@@H](OC(C)=O)C(=O)Oc1c(C(C)C)cccc1C(C)C
entry no.	1	2	3	4	5
GASC-1 inh	3	?	-2	2	8
AGP1 TOR yeast	104	102	97	111	54
GRK2 inh	0	0	4	0	3
LAP4-GFP MLPCN	102	90	95	118	88
MEP2 TOR yeast	109	108	107	108	96
CIT2-GFP yeast	113	103	104	95	91
VLA-4 inh	1	38	-8	2	28
RPL19A-GFP yeast	101	106	104	101	96

(6) COc1cc2cc(CN(Cc3cccs3)C(=S)Nc3cccc(C)c3)c(=O)[nH]c2cc1OC
(7) C=CCn1c(SCC(=O)Nc2c(C)n(C)n(-c3ccccc3)c2=O)nc2ccccc2c1=O
(8) O=C(O)CCN1C(=O)c2ccc(Oc3ccc([N+](=O)[O-])cc3)cc2C1=O
(9) CC(C)CN1CCN(Cc2ccc(CN3CCCCC3)s2)CC1CCO (stereo not drawn)
(10) CCN=C(NC#N)SCc1c(F)cccc1Cl
entry no.	6	7	8	9	10
GASC-1 inh	-5	-16	3	3	-2
AGP1 TOR yeast	99	96	95	101	97
GRK2 inh	0	1	1	0	0
LAP4-GFP MLPCN	88	104	91	98	98
MEP2 TOR yeast	92	111	104	105	96
CIT2-GFP yeast	103	101	103	102	100
VLA-4 inh	2	52*	4	2	8
RPL19A-GFP yeast	106	98	101	100	103

(11) COc1ccc(OC)c(CCNC(=O)c2cccc(NC3=NC4CS(=O)(=O)CC4S3)c2)c1 (stereo not drawn)
(12) CCCCS/C(N)=N/N=C/c1cc(C)ccc1O
(13) Cc1oc(-c2ccccc2)[n+]([O-])c1C
(14) Cc1[nH]n2c(=O)cc(Cc3ccccc3)nc2c1C#N
(15) COc1ccc([N+](=O)[O-])cc1NC(=O)Cc1c(Cl)cccc1Cl
entry no.	11	12	13	14	15
GASC-1 inh	26	7	10	5	11
AGP1 TOR yeast	97	77	87	101	109
GRK2 inh	1	1	4	0	0
LAP4-GFP MLPCN	94	96	.	100	102
MEP2 TOR yeast	94	92	88	97	117
CIT2-GFP yeast	90	76	88	92	104
VLA-4 inh	16	6	6	16	18
RPL19A-GFP yeast	96	85	88	97	110

(16) CCOc1cc(Br)c(C=O)cc1OCC
(17) COc1ccc(CSc2nnnn2Cc2ccccc2)cc1OC
(18) Cc1nc2ccccc2c(=O)n1NC(=O)c1ccco1
(19) Oc1ccc(F)cc1-c1cc(-c2ccc3c(c2)OCCO3)n[nH]1
(20) CCN(CC)CCOC(=O)c1ccc(N/C=C(/C#N)c2nc(-c3cc4ccccc4oc3=O)cs2)cc1
entry no.	16	17	18	19	20
GASC-1 inh	-4	-7	1	-6	-2
AGP1 TOR yeast	98	104	105	97	93
GRK2 inh	2	0	1	0	100*
LAP4-GFP MLPCN	100	107	102	111	89
MEP2 TOR yeast	110	103	107	100	100
CIT2-GFP yeast	99	.	96	99	82
VLA-4 inh	7	5	3	15	18
RPL19A-GFP yeast	97	104	99	96	104

# Records above shown as hits in VLA-4 inh:
(7) C=CCn1c(SCC(=O)Nc2c(C)n(C)n(-c3ccccc3)c2=O)nc2ccccc2c1=O
entry no.	7
GASC-1 inh	-16
AGP1 TOR yeast	96
GRK2 inh	1
LAP4-GFP MLPCN	104
MEP2 TOR yeast	111
CIT2-GFP yeast	101
VLA-4 inh	52*
RPL19A-GFP yeast	98

# Remaining list, next part:
(21) CCOC(=O)c1nn(-c2ccccc2)c(=O)cc1OCC(=O)Nc1cc(C)ccc1OC
(22) COc1cc(/C=N/NC(=O)c2ccc3ccccc3c2)ccc1Oc1ccc([N+](=O)[O-])cn1
(23) CN(C)c1ccc(/C=C2\CCCc3c2nc2ccccc2c3C(=O)O)cc1
(24) Cc1cc(CN(C)C(=O)CC2C(=O)NCCN2CC(c2ccccc2)c2ccccc2)on1 (stereo not drawn)
(25) CCC(C)(C)C1CCc2[nH]nc(C(=O)NCC3CC3)c2C1 (stereo not drawn)
entry no.	21	22	23	24	25
GASC-1 inh	32	-1	15	31	2
AGP1 TOR yeast	109	102	96	99	82
GRK2 inh	1	0	2	0	0
LAP4-GFP MLPCN	103	85	85	92	128
MEP2 TOR yeast	96	99	105	92	89
CIT2-GFP yeast	103	97	104	90	84
VLA-4 inh	0	9	-12	6	-10
RPL19A-GFP yeast	107	101	101	96	98

(26) C(=N\Nc1ccccn1)/c1ccc(N2CCOCC2)cc1
(27) CCOC(CNC(=O)C1CCN(S(=O)(=O)c2ccc3nc4c(c(C(=O)O)c3c2)CCCCC4)CC1)OCC
(28) FC(F)(F)c1cnc(-c2cnc(-c3cccnc3)nc2)c(Cl)c1
(29) CCNC(=S)NNc1nncc2ccccc12
(30) Cn1c(Cn2cnc([N+](=O)[O-])n2)nnc1SCC(=O)Nc1cccc(Cl)c1
entry no.	26	27	28	29	30
GASC-1 inh	3	5	13	-16	-7
AGP1 TOR yeast	98	101	105	117	102
GRK2 inh	0	1	1	0	5
LAP4-GFP MLPCN	92	96	104	106	85
MEP2 TOR yeast	100	96	105	105	93
CIT2-GFP yeast	99	99	.	109	104
VLA-4 inh	5	13	3	-7	11
RPL19A-GFP yeast	94	96	104	116	106

(31) CCCCC1(C(=O)OCC)CC(CN2CCOCC2)OC1=O (stereo not drawn)
(32) Cc1cc(O)cc(=O)n1C
(33) O=C(Nc1ccccc1Cl)C1(c2ccccc2)CC1(Cl)Cl (stereo not drawn)
(34) O=C(CCSc1ccccc1)N1CCN(C(=O)c2ccco2)CC1
(35) O=C(CN1CCN(c2ccc(Cl)cc2[N+](=O)[O-])CC1)N1CCOCC1
entry no.	31	32	33	34	35
GASC-1 inh	-6	49	12	7	1
AGP1 TOR yeast	96	99	101	102	96
GRK2 inh	0	0	0	4	1
LAP4-GFP MLPCN	92	88	99	103	98
MEP2 TOR yeast	92	97	103	101	87
CIT2-GFP yeast	91	87	101	100	97
VLA-4 inh	13	2	14	-4	2
RPL19A-GFP yeast	93	98	101	99	91

# A draw from above in order of molar mass, falling:
(27) CCOC(CNC(=O)C1CCN(S(=O)(=O)c2ccc3nc4c(c(C(=O)O)c3c2)CCCCC4)CC1)OCC
(24) Cc1cc(CN(C)C(=O)CC2C(=O)NCCN2CC(c2ccccc2)c2ccccc2)on1 (stereo not drawn)
(30) Cn1c(Cn2cnc([N+](=O)[O-])n2)nnc1SCC(=O)Nc1cccc(Cl)c1
(23) CN(C)c1ccc(/C=C2\CCCc3c2nc2ccccc2c3C(=O)O)cc1
(34) O=C(CCSc1ccccc1)N1CCN(C(=O)c2ccco2)CC1
(33) O=C(Nc1ccccc1Cl)C1(c2ccccc2)CC1(Cl)Cl (stereo not drawn)
(28) FC(F)(F)c1cnc(-c2cnc(-c3cccnc3)nc2)c(Cl)c1
entry no.	27	24	30	23	34	33	28
GASC-1 inh	5	31	-7	15	7	12	13
AGP1 TOR yeast	101	99	102	96	102	101	105
GRK2 inh	1	0	5	2	4	0	1
LAP4-GFP MLPCN	96	92	85	85	103	99	104
MEP2 TOR yeast	96	92	93	105	101	103	105
CIT2-GFP yeast	99	90	104	104	100	101	.
VLA-4 inh	13	6	11	-12	-4	14	3
RPL19A-GFP yeast	96	96	106	101	99	101	104

(31) CCCCC1(C(=O)OCC)CC(CN2CCOCC2)OC1=O (stereo not drawn)
(26) C(=N\Nc1ccccn1)/c1ccc(N2CCOCC2)cc1
(29) CCNC(=S)NNc1nncc2ccccc12
(32) Cc1cc(O)cc(=O)n1C
entry no.	31	26	29	32
GASC-1 inh	-6	3	-16	49
AGP1 TOR yeast	96	98	117	99
GRK2 inh	0	0	0	0
LAP4-GFP MLPCN	92	92	106	88
MEP2 TOR yeast	92	100	105	97
CIT2-GFP yeast	91	99	109	87
VLA-4 inh	13	5	-7	2
RPL19A-GFP yeast	93	94	116	98

# (more compounds)
(36) Cc1ccccc1CSc1nnc(-c2cccs2)n1Cc1ccco1
(37) CCN(CC(=O)NCc1ccc(Cl)cc1)C(=O)c1ccc(C#N)cc1
(38) CN1CCC(OC(=O)COc2ccc(F)cc2)CC1
(39) O=C(Cn1nnc2ccccc2c1=O)Nc1ccc(S(=O)(=O)N2CCOCC2)cc1
(40) O=C(Cc1ccon1)c1ccc(O)cc1O
entry no.	36	37	38	39	40
GASC-1 inh	-4	-13	0	2	-2
AGP1 TOR yeast	97	96	100	101	97
GRK2 inh	2	0	0	3	0
LAP4-GFP MLPCN	97	94	103	98	106
MEP2 TOR yeast	94	99	92	95	103
CIT2-GFP yeast	85	99	98	95	94
VLA-4 inh	32	5	-9	5	29
RPL19A-GFP yeast	96	100	96	101	105

(41) Nc1ccc(N2CCCCC2)c2nonc12
(42) COCC(=O)N1CCC(Oc2ccc(C(=O)NCc3cc(C)n(C)n3)cc2)CC1
(43) CCN1CCN(Cc2ccc(NC(=O)c3ccc(C)c(NC(=O)c4cccc5[nH]ccc45)c3)cc2C(F)(F)F)CC1
(44) CCN1CCN(C(=O)NC(c2ccc(C)c(F)c2)C(Cl)Cl)CC1 (stereo not drawn)
(45) COc1ccc(/C=N/n2c(C3CCCCC3)n[nH]c2=S)c(OC)c1
entry no.	41	42	43	44	45
GASC-1 inh	-2	7	7	-3	-24
AGP1 TOR yeast	93	88	74	104	91
GRK2 inh	0	0	1	0	0
LAP4-GFP MLPCN	88	84	133	100	96
MEP2 TOR yeast	91	98	92	99	108
CIT2-GFP yeast	98	89	82	105	97
VLA-4 inh	-9	25	-5	31	-7
RPL19A-GFP yeast	100	109	94	105	99

(46) CC(C)COP(=O)(c1ccc(N(C)C)cc1)C(O)c1cccnc1 (stereo not drawn)
(47) CC1(C)C[C@H]2C3=CCC4[C@@]5(C)CC[C@H](O)[C@](C)(CO)C5CC[C@@]4(C)[C@]3(C)C[C@@H](O)[C@@]2(CO)[C@@H](O)[C@@H]1O (stereo partly drawn)
(48) CCN1CCN(C(=O)Nc2cccc3ccccc23)CC1
(49) COCCOC(=O)C1=C(C)NC(=O)NC1c1c(OC)ncnc1OC (stereo not drawn)
(50) O=C1C2C3C=CC(C4CC34)C2C(=O)N1/N=C/c1ccc(-c2cccc([N+](=O)[O-])c2)o1 (stereo not drawn)
(51) CCCCN(C(=O)CN1C(=O)C2CCCCC2C1=O)c1c(N)n(Cc2ccccc2)c(=O)[nH]c1=O (stereo not drawn)
(52) C/C=C(\C)C(=O)OC1CC(C)(C)C[C@H]2C3=CC[C@@H]4[C@@]5(C)CCC(O[C@@H]6O[C@@H](C(=O)O)[C@@H](O)C(O[C@@H]7OC[C@H](O)[C@@H](O)[C@@H]7O[C@@H]7OC(CO)C(O)[C@@H](O)[C@@H]7O)C6O[C@@H]6OC(CO)C(O)C(O)C6O)[C@@](C)(CO)[C@@H]5CC[C@]4(C)[C@]3(C)CC(O)[C@@]12CO (stereo partly drawn)
entry no.	46	47	48	49	50	51	52
GASC-1 inh	-5	.	40	6	-32	9	.
AGP1 TOR yeast	105	99	101	102	94	100	104
GRK2 inh	6	4	1	3	3	0	2
LAP4-GFP MLPCN	109	91	104	100	107	95	95
MEP2 TOR yeast	105	96	98	106	97	102	96
CIT2-GFP yeast	103	97	108	93	91	92	103
VLA-4 inh	-3	-2	9	2	-9	1	7
RPL19A-GFP yeast	96	97	102	98	103	92	98
